SSB-PriA inh: inhibitors of Klebsiella pneumoniae PriA binding to SSB C-terminal tail, primary screen, biochemical, AlphaScreen | PriA–SSB C-terminal tail interaction (Klebsiella pneumoniae) | AlphaScreen SSBct-PriA binding, biotinylated peptide | inhibition, % at 33 µM | actives 0.6% (n = 430,000); in the data active means inhibition mostly above about 37%, no sharp cut-off; inactive means mostly below about 20%;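 further: plate controls were negative control peptide for no effect and reference peptide for full effect; strong numbers were not always called active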
* marks the source's active call; other numbers are inactive results; i = inactive; & = joins results of further samples. Some of the compounds tested (hit frequency here may not be typical).

Molecule	SSB-PriA inh
CN(C)/C=C/c1cc(=S)c2ccccc2s1	48
O=C(Nc1ccc2c(c1)OCO2)c1ccc(Cl)c(S(=O)(=O)N2CCCC2)c1	18
Cc1nc(-c2cccc(F)c2)sc1CCNS(=O)(=O)c1ccccc1Cl	-11
O=C(Cn1cc(-c2nnc(-c3ccco3)o2)c2ccccc21)Nc1ccccc1	-18
O=C1c2cccc3cccc(c23)C(=O)N1CCCC(=O)N1CCc2ccccc21	4
O=C(O)C(CC(=O)c1ccc(Cl)cc1)=NNc1ccc([N+](=O)[O-])cc1[N+](=O)[O-]	23
COc1cccc(N=C2CC(C)(C)CC(=O)C2=C(O)c2ccccc2)c1	-9
COc1ccccc1NC(=O)NC[C@H](O)c1cccn1C	-16
Cc1ccc(C)c(S(=O)(=O)N=C(Nc2ccccc2)c2ccccc2)c1	-5
Cc1nc2sc(C(=O)c3ccccc3)c(N)c2c(-c2ccncc2)c1C(=O)Nc1ccccc1	-14
O=C(c1ccco1)N1CCN(c2cc3c(nn2)CCCC3)CC1	2
CCO[C@H]1OC(C(N)=O)=C[C@@H](C2CC2)[C@@H]1CCCO	-23
CCOC(=O)c1ccc(NC(=O)/C=C/c2ccco2)cc1	9
CCC1(CC)SC(=N)NC1=O	-6
COc1cccc(-n2nnc3c(SCC(=O)NC4CCCCC4)ncnc32)c1	-5
Cc1cc(OCC(=O)Nc2ccc(C)c(F)c2)nc(N2CCCCCC2)n1	-1
CC(CC(=O)Nc1cccc(Cl)c1Cl)=NNC(=O)c1ccccc1C	-12
CC(=O)NN=C(C)CC(=O)Nc1cccc(C(F)(F)F)c1	-15
CC(C)c1cccc2sc(N(Cc3ccccc3)C(=O)c3ccnn3C)nc12	-13
CCc1ccc(C([O-])=C(C(=S)NCCN2CCOCC2)[n+]2ccccc2)cc1	13
O=C(c1cc(-c2ccc(F)cc2)n[nH]1)N1CCc2ncncc2C1	-1
COc1ccc(NC(=O)Cn2cnc3c(sc4nc(C)cc(C)c43)c2=O)cc1Cl	-1
Cc1cccc(CS(=O)(=O)N2CCC(Cn3cccn3)CC2)c1	0
CCCS(=O)(=O)Nc1ccc(-c2ccc(S(=O)(=O)CC)nn2)cc1	2
O=C(c1cccs1)c1ccc(CNC(=O)c2ccccc2Cl)s1	-13
CC(O)(CNS(=O)(=O)c1cccc(C(F)(F)F)c1)Cc1ccco1 (stereo not given)	11
Cn1c(=O)c2c(SCC(=O)Nc3ccc(Cl)c(Cl)c3)nc(-c3ccc(F)cc3)nc2n(C)c1=O	-7
Cn1c(=O)oc2ccc(S(=O)(=O)NCCc3ccsc3)cc21	-27
Cc1nnc(NC(=O)Cc2csc(SCC(=O)c3ccc4c(c3)OCO4)n2)s1	-1
O=C(/C=C/c1cccs1)Nc1ccccc1-c1nc2ccccc2s1	-1
COC(=O)c1ccc(C)c(-n2c(N)c(C(=O)NC3CCCC3)sc2=S)c1	20
CC12CC(NC(=O)N1c1cccc(C(=O)Nc3ccc4c(c3)OCCO4)c1)c1cc(Cl)ccc1O2 (stereo not given)	13
O=C(CC1CCCCN1S(=O)(=O)c1ccccc1)Nc1ncccn1 (stereo not given)	15
CC(C)(C)NC(=O)Nc1nnc(SCC(=O)c2ccccc2)s1	-14
COc1ccc2c(c1)CCC2=NOC(=O)c1ccccc1C	-4
Cc1ccccc1Cn1c(=O)n(CCCCC(=O)NCc2cccs2)c(=O)c2ccccc21	10
Cc1ccc(S(=O)(=O)c2nc(-c3ccco3)oc2NCc2ccc3c(c2)OCO3)cc1	-3
CCc1ccc(-c2cc3c(=O)n(Cc4nc(-c5ccc(OC)cc5)no4)ccn3n2)cc1	3
Cc1ccc(OCC(=O)NN=Cc2cccn2C)cc1	-2
CCOCC(=O)N1CCN(Cc2c(C)noc2C)CC1	-5
COc1ccc(CCC(=O)NCC(c2ccc(N(C)C)cc2)N2CCN(c3ccccc3)CC2)cc1 (stereo not given)	-3
CC(NCC(O)COc1c(F)cc(Br)cc1F)c1ccccc1 (stereo not given)	13
COC(=O)c1c(NC(=O)CC(=O)Nc2sc3c(c2C(=O)OC)CCCCC3)sc2c1CCCCC2	-8
CN(C)C(CNC(=O)C(=O)Nc1nccs1)c1cccs1 (stereo not given)	9
Cc1cc(CNC(=O)Cn2cnc3c2c(=O)n(C)c(=O)n3C)no1	-16
O=C(/C=C/c1ccccc1)Nc1ncnc2c1CCC2	-2
O=C1NCc2ccc(F)cc21	-12
NCCn1ncc2c(N3CCOCC3)ncnc21	-6
CSc1ncccc1C(=O)Nc1ccc2c(c1)N(C(C)=O)CC2	-6
O=C(O)[C@@H](c1ccccc1)c1ccc(Cl)cc1	-5
COc1cc(C(=O)Nc2ccc(Br)c(C)c2)ncn1	7
COC(=O)c1[nH]c(C)c(C(O)=C2C(=O)C(=O)N(CCN3CCOCC3)C2c2ccc(C)o2)c1C (stereo not given)	-2
COCC(=O)Nc1cc(-c2cccs2)nn1-c1nc(C)cc(=O)[nH]1	-10
CC(=NNC(=O)CNc1cccc(Cl)c1C)c1cccs1	-14
O=c1/c(=C/c2ccc(O)cc2)sc2nc(-c3ccccc3)c(-c3ccccc3)n12	-3
COC(=O)c1ccc(CSc2nc3[nH]ncc3c(=O)[nH]2)o1	6
CC(O)(CNC(=O)Cc1c(F)cccc1Cl)c1cc2ccccc2s1 (stereo not given)	4
CCN(Cc1cnc2ccccn12)S(=O)(=O)N(C)C	-6
CCCn1c(=NC(=O)c2cccs2)sc2cc(S(C)(=O)=O)ccc21	-5
CCC(=O)c1ccc(Oc2nnc(-c3ccc(C)c(C)c3)c3ccccc23)cc1	-10&5

Going on with the list.
Molecule	SSB-PriA inh
CCc1ccc(C(C)=NNC(=O)c2c[nH]c3ccccc23)s1	-4
COc1cc(C(=O)N2CCN(Cc3nc(C4CC4)cs3)CC2)c([N+](=O)[O-])cc1OC	-11
Cc1cc(SCC(=O)N2CCN(c3ccccc3F)CC2)nc(-c2ccc(C(F)(F)F)cc2)n1	-27
Cc1noc(C)c1S(=O)(=O)NCCn1ccnc1-c1ccccn1	-11
Cc1cccc(S(=O)(=O)Nc2ccc3c(c2)CCC(=O)N3)c1	-9
CCSc1ccccc1C(=O)N1CCC(S(=O)(=O)CC(=O)NC)CC1	10
COc1ccc(CCC(=O)N2CCN(CC(O)C3CC3)CC2)cc1 (stereo not given)	-12
COc1cc(NS(=O)(=O)c2ccc(NC(=O)CSc3nc4sc(C(=O)O)c(C)c4c(=O)[nH]3)cc2)nc(OC)n1	2
Cc1cc(S(=O)(=O)N2CCc3ccccc32)ccc1F	-9
O=C(NCCc1ccoc1)Nc1ccc(F)cc1	3
CSc1ccc(C(O)CNC(=O)C2COc3ccccc3O2)cc1 (stereo not given)	0
CO[C@@](C)(CNC(=O)c1ccc(Br)o1)c1ccccc1F	0
O=C(NN=Cc1cccc([N+](=O)[O-])c1)C(=O)N1CCCCCC1	-1
COc1cc(C=NNC(=O)/C(=C/c2ccccc2)CCO)ccc1O	6
Cc1ccc(NC(C)C(=O)NN=Cc2c[nH]c3ccccc23)cc1 (stereo not given)	19
Cn1nc(-c2ccc(F)cc2)cc1C(=O)N(Cc1cc(C2CC2)n(C)n1)Cc1ccco1	-7
COc1ccccc1C1(C(=O)NC[C@]2(O)CCc3ccccc3C2)CCOCC1	-4
O=C(CCc1ccccc1)N/N=C\c1ccccc1	10
ON=C1CCC(=NO)c2nn(-c3ccc(Cl)cc3Cl)nc21	-12
COc1ccc(C=NNC(=O)c2ccc(Cn3cc([N+](=O)[O-])cn3)o2)c(OC)c1C	-4

Next part
| canonical_smiles | SSB-PriA inh |
| --- | --- |
| CSc1ccccc1NC(=O)c1cccn(OCc2ccccc2F)c1=O | 1 |
| O=C(C1CCN(c2cc(-n3cncn3)ncn2)CC1)N1CCN(S(=O)(=O)C2CC2)CC1 | 6 |
| COc1cccc(C2=Nn3c(Cc4ccc(Cl)cc4)nnc3SC2)c1 | 1 |
| O=C(NC(Cc1c[nH]c2ccccc12)C(=O)NN=Cc1cccnc1)c1cccs1 (stereo not given) | -12 |
| CCN(CC)CCN1C(=O)C(=O)C(=C(O)c2c(C)[nH]c(C(=O)OC)c2C)C1c1ccc(OC)cc1 (stereo not given) | 15 |
| CCCN1CCCc2cc(CCNC(=O)C3CCCCC3)ccc21 | 35 |
| CCn1cc(C=NNC(=O)COc2cccc(C)c2C)c(C)n1 | -3 |
| CCOc1ccc(S(=O)(=O)Nc2ccc3c(c2)NC(=O)C(C)(C)CO3)cc1 | 5 |
| COc1ccc(OC)c2[nH]c(=O)c(CCNC(=S)Nc3cccc(Cl)c3)cc12 | -1 |
| Cn1c(=NC(=O)CSCC(=O)N2CCCC2)sc2cc(Br)ccc21 | 6 |
| O=C(c1cccs1)N1CCc2ccc(NS(=O)(=O)c3ccc4oc(=O)[nH]c4c3)cc21 | 10 |
| Cc1c(C(=O)NCCn2nc(-c3cccs3)n(C3CC3)c2=O)cnn1-c1ccccc1 | -5 |
| CC(=NN=C1NC(=O)C(C)S1)c1ccc([N+](=O)[O-])cc1 (stereo not given) | 0 |
| COc1ccc2oc(-c3csc(NC(=O)C4COc5ccccc5O4)n3)cc2c1 (stereo not given) | 2 |
| O=C(CSc1nnc2[nH]c(=O)ccn12)N1CCCc2ccccc21 | -2 |
| Cc1ccc(C=Nn2c(COc3ccccc3)n[nH]c2=S)o1 | 1 |
| Cc1ccc(C)c(NC(N)=Nc2nc(C)cc(C)n2)c1 | 3 |
| COc1coc(C(=O)NCCC(c2ccccc2)c2ccccc2)cc1=O | -10 |
| COc1ccc(S(=O)(=O)n2nc(C)cc2C)cc1N(C)S(=O)(=O)c1ccccc1 | -9 |
| O=C(NCc1cccs1)C(=O)NCC(c1ccc(F)cc1)N1CCOCC1 (stereo not given) | -8 |
| COc1ccccc1CC1SC(=NN=Cc2ccco2)NC1=O (stereo not given) | -10 |
| O=C(NCc1cccnc1)c1cccc2c1-c1ccccc1C2=O | 6 |
| O=S(=O)(/C=C/c1ccccc1)NC1CCCC(O)C1 (stereo not given) | -9 |
| CCOc1ccc(C(=O)CSc2nccn(-c3ccc(OC)cc3)c2=O)cc1 | 1 |
| COc1ccc2nc(-c3ccc(Cl)c(NC(=O)NCc4ccccc4)c3)cn2n1 | 0 |
| COc1ccc(C2C(=C(O)c3ccc4c(c3)OCCO4)C(=O)C(=O)N2CCCN(C)C)cc1 (stereo not given) | -8 |
| Cc1cc(NC(=O)CCn2c(=O)oc3ccc(Cl)cc32)no1 | -15&-4 |
| C/C(=N/NC(=O)c1cc(C)[nH]n1)c1ccccc1O | -6 |
| CC1(C)Cc2c(cnn2-c2ccccc2)C(=O)C1=NNC(=O)c1ccccc1 | -15 |
| Cc1cccc(N2C(=O)/C(=C/C=C/c3ccco3)SC2=S)c1C | 7 |
| CC(=O)C1C2c3ccccc3OC1(C)N=c1sc(=Cc3cn(C)nc3C)c(=O)n12 (stereo not given) | -9 |
| CCC(C(=O)O)n1c(O)c(C=C2N=c3ccccc3=N2)sc1=S (stereo not given) | 6 |
| CCCCCc1ccc(-c2ccc(C(=O)Nc3cccc(Cl)c3)cc2)nc1 | -21&-2 |
| Oc1ccc(Cl)cc1C=Nc1nc2ccccc2[nH]1 | -2 |
| O=C1CSC(=N/N=C/c2ccncc2)N1 | i |
| N#CC1=C(N)N=C(SCC(=O)Nc2nccs2)C(C(N)=O)C12CCCCC2 (stereo not given) | 13 |
| COc1ccc(C(=O)NCc2sc(-c3ccccc3Cl)nc2C)nn1 | -20 |
| CN(c1ccccc1)S(=O)(=O)c1ccc(C(O)=C(C#N)c2nc3ccccc3s2)cc1 | -8 |
| O=C(Nc1nc2c(s1)CCc1ccccc1-2)c1ccc(Cl)s1 | -7 |
| CC(C)N=C1SCC(C)(C=NO)S1 (stereo not given) | -5 |
| COc1ccc(CCNC(=O)CC(C)=NNC(=O)C23CC4CC(CC(C4)C2)C3)cc1OC | -12 |
| CCOC(=O)c1c(C)n(-c2ccccc2)c2ccc(NS(=O)(=O)c3ccccc3)cc12 | -1&3 |
| O=C(NCCCn1nc(-c2ccc(F)cc2)ccc1=O)c1ccco1 | -18&-2 |
| COc1cccc(N2C(=O)C3N=NN(c4ccc(C)c(F)c4)C3C2=O)c1 (stereo not given) | 7 |
| Cc1cc(C(=O)NN=C/C=C/c2ccc3c(c2)OCO3)n[nH]1 | -7 |
| O=C(Nc1nc2c(s1)CN(Cc1ccccc1)CC2)c1ccc2c(c1)CCCC2 | -20 |
| CC(=O)Nc1ccc2nc(NC(=O)/C=C/c3ccccc3)sc2c1 | -20 |
| CN1CCc2c(sc(NC(=O)c3cc4c(ccc5ccccc54)oc3=O)c2-c2nc3ccccc3s2)C1 | 3 |
| Cc1c(CNC(=O)Cc2cccs2)sc2nc(-c3ccc(F)cc3)cn12 | 0 |
| Cc1cc(C(=O)NCC(O)c2ccc3c(c2)CCO3)no1 (stereo not given) | 1 |

Filtered by structure: those above containing an aryl thioether with sulfur outside any ring
| canonical_smiles | SSB-PriA inh |
| --- | --- |
| COc1cccc(-n2nnc3c(SCC(=O)NC4CCCCC4)ncnc32)c1 | -5 |
| Cn1c(=O)c2c(SCC(=O)Nc3ccc(Cl)c(Cl)c3)nc(-c3ccc(F)cc3)nc2n(C)c1=O | -7 |
| Cc1nnc(NC(=O)Cc2csc(SCC(=O)c3ccc4c(c3)OCO4)n2)s1 | -1 |
| CC(C)(C)NC(=O)Nc1nnc(SCC(=O)c2ccccc2)s1 | -14 |
| CSc1ncccc1C(=O)Nc1ccc2c(c1)N(C(C)=O)CC2 | -6 |
| COC(=O)c1ccc(CSc2nc3[nH]ncc3c(=O)[nH]2)o1 | 6 |
| Cc1cc(SCC(=O)N2CCN(c3ccccc3F)CC2)nc(-c2ccc(C(F)(F)F)cc2)n1 | -27 |
| CCSc1ccccc1C(=O)N1CCC(S(=O)(=O)CC(=O)NC)CC1 | 10 |
| COc1cc(NS(=O)(=O)c2ccc(NC(=O)CSc3nc4sc(C(=O)O)c(C)c4c(=O)[nH]3)cc2)nc(OC)n1 | 2 |
| CSc1ccc(C(O)CNC(=O)C2COc3ccccc3O2)cc1 (stereo not given) | 0 |
| CSc1ccccc1NC(=O)c1cccn(OCc2ccccc2F)c1=O | 1 |
| O=C(CSc1nnc2[nH]c(=O)ccn12)N1CCCc2ccccc21 | -2 |
| CCOc1ccc(C(=O)CSc2nccn(-c3ccc(OC)cc3)c2=O)cc1 | 1 |

Compound activity: PubChem BioAssay, Small Molecule Screening Facility, UW Madison
